SRC3 TRFRET art: counter-screen for PPARgamma SRC-3 recruitment agonists: TR-FRET artefact; AID 1048; PPARgamma/SRC-3 format; active compounds read high; 0.39% of 99,000 active; TR-FRET ratio at 8 µM; in the data active = TR-FRET ratio above about 2000; note: inactives centre near 1600; reference of the scale not given here
SRC1 TRFRET art: TR-FRET artefact, counter-screen to PPARgamma/SRC-1 agonist assay | TR-FRET detection artefact counter-screen, emission ratio; active compounds read high | TR-FRET ratio at 8 µM | 0.34% of 99,000 active; in the data active = TR-FRET ratio above about 2300; note: inactives centre near 1800; reference of the scale not given here
Numbers without * were called inactive; & = joins results of further samples. The list is partial, so the mix of outcomes need not match the whole.

Structure,SRC3 TRFRET art,SRC1 TRFRET art
O=C(Nc1ccc(NC(=S)NC(=O)c2cccs2)cc1)c1ccco1,1479,1721
CSc1ccc(/C=C(\C(=O)O)c2ccc(S(=O)(=O)N3CCCCC3)s2)cc1,1803,2123
CC(=O)c1ccc(NC(=S)N2CCN(C(=S)Nc3ccc(C(C)=O)cc3)C(C)C2)cc1 (centres undefined),1671,1754
O=C1CS/C(=N/N=C/c2ccc(OS(=O)(=O)c3ccccc3)cc2)N1,1431,1706
CC(C)c1ccc(NC(=S)NCc2ccc3c(c2)OCO3)cc1,1652,1784
COc1ccccc1NC(=O)Cc1c(F)cccc1Cl,1660,1787
S=c1[nH]nc(-c2ccco2)n1/N=C/c1cccs1,1427,1625
C(#CCN1CCC(Cc2ccccc2)CC1)COCCOCc1ccccc1,1264,1691
COc1ccc(-n2c(C)cc(C(=O)CSc3ccc(NC(C)=O)cc3)c2C)cc1,1575,1832
O=C1/C(=C\c2ccsc2)NC(=S)N1c1ccccc1,1420,1815
CC(=O)Nc1ccc(NC(=O)CSc2ccc(-c3cccs3)nn2)cc1,1621,1658
CC1=CC2=NC(=O)/C(=C\c3cccn3CCOc3cc(C)ccc3C)C(=N)N2O1,1414,1565
Cc1cc(-n2nc(C)cc2C)nc(NS(=O)(=O)c2ccccc2)n1,1497,1677
N#Cc1cc(N2CCCCC2)c([N+](=O)[O-])cc1C#N,1658,1673
COC(=O)c1cc(Br)ccc1NC(=O)Nc1ccccc1,1480,1975
C[C@H](NC(N)=O)C(=O)Nc1ccc(OCc2ccccc2)cc1,1499,1615
Cc1ccc2sc(NC(=O)CN3C(=O)c4ccccc4C3=O)nc2c1C,1730,1777
COc1ccc(-c2onc(C)c2-c2cscn2)c(O)c1,1510,2037
CN1CCN(c2ccccc2NC(=O)c2ccc(N3CCCCC3)c([N+](=O)[O-])c2)CC1,1537,1692
COc1ccc(OC)c(Cc2nnc(CCC(=O)NC3CCCCCCC3)o2)c1,1438,1526
Cc1nc(N(C)C)c2sc(=S)n(Cc3ccccc3)c2n1,1524,1704
O=C(O)Cc1nn(Cc2ccc(Cl)cc2)c(=O)c2ccccc12,1459,1652
O=C(Nc1ccc([N+](=O)[O-])cn1)c1ccc(Br)o1,1601,1652
S=c1[nH]nc(Cc2ccc(Cl)cc2)n1-c1ccc2c(c1)OCCO2,1583,1769
Cc1ccc(NC(=O)c2sc3nc(CCl)[nH]c(=O)c3c2C)c(C)c1,1545,1662

Arranged by heavy-atom count (rising): part of the list above.
Structure,SRC3 TRFRET art,SRC1 TRFRET art
O=C(Nc1ccc([N+](=O)[O-])cn1)c1ccc(Br)o1,1601,1652
Cc1cc(-n2nc(C)cc2C)nc(NS(=O)(=O)c2ccccc2)n1,1497,1677
C(#CCN1CCC(Cc2ccccc2)CC1)COCCOCc1ccccc1,1264,1691

Next section
Structure,SRC3 TRFRET art,SRC1 TRFRET art
CC(=O)c1cccc(NC(=O)c2cc(C)no2)c1,1650,1716
Cc1cccc2[nH]c(SCC(=O)O)nc12,1543,1786
COc1ccc(N(CC(=O)Nc2cccnc2)S(C)(=O)=O)cc1,1642,1822
CNC(=S)NCCN1CCOCC1,1785,1959
CCN1CCN(C(=S)NCCOC)CC1,1556,1832
COc1ccc(C(CNC(=O)c2cc(F)c(F)c(F)c2F)N2CCOCC2)cc1 (centres undefined),1447,1886
O=C(NCCCl)NNc1c(Cl)cc(Cl)cc1Cl,1363,1734
Cn1cc(CN(CCO)Cc2cccs2)c(-c2cccc(Cl)c2)n1,1592,1961
CCOc1cc(/C=N/n2c(C)nc3sc(C)c(C)c3c2=O)ccc1O,1637,1785
CN(C)CCN(Cc1cccs1)c1ccccn1,1594,1699
O=C(Oc1ccc(Br)cc1)c1n[nH]c(=O)c2ccccc12,1697,1963
COCc1cc(C)nc(SCC[N+](C)(C)CC(=O)Nc2cccc(C(F)(F)F)c2)c1C#N,1715,2157
CCc1ccc(OCCCC(=O)NCc2ccco2)cc1,1617,1690
Cc1ccc(S(=O)(=O)c2nnn3c2nc(Nc2cccc(C)c2)c2ccccc23)cc1,1591,1520
CCn1c(=O)c(C(C)=O)c(O)c2ccccc21,1705,1775
Cc1ccc(S(=O)(=O)NCc2ccc3[nH]c(C)cc3c2)cc1,1649,1844
Fc1ccc(CN2CCN(C(=S)NCCc3ccccc3)CC2)c(Cl)c1,1486,1829
CC(CNC(=O)c1ccc(N)cc1)NC(=O)c1ccc(N)cc1 (centres undefined),1605,1883
Cc1cnc(C(=O)OCC(=O)c2cc(C)n(C)c2C)cn1,1501,1694
O=C(C1CC(Cl)CN1S(=O)(=O)c1ccc(Cl)cc1)N1CCOCC1 (centres undefined),1485,1792
CN(C(=O)COC(=O)c1sc2ccccc2c1Cl)C1CCCCC1,1690,1860
CC(=O)Nc1ccc(S(=O)(=O)NCC(CCC(=O)O)C(F)(F)F)cc1 (centres undefined),1719,1615
CC(=O)c1cccc(N(C(=O)CS(=O)CC(=O)Nc2ccc(F)cc2)C(C(=O)NC2CCCCC2)c2ccc(C)o2)c1 (centres undefined),1473,1742
COC(=O)c1cn(NC(=O)Cc2cccc(C(F)(F)F)c2)c(=O)c2ccccc12,1633,2008
O=C(N/N=C/c1ccc2c(c1)OCO2)c1ccc2c(c1)OCCO2,1628,1796
COc1cc(OC)cc(-c2nnc(SCC(=O)Nc3ccc(C(=O)O)cc3)s2)c1,1959,2079
CC1(c2ccc([N+](=O)[O-])c(CS(=O)(=O)c3ccccc3)c2)OCCO1,1309,1635
Cc1nn(CCC#N)c(NC(=O)c2ccccc2)c1P(=O)(Nc1ccc(Br)cc1)N1CCOCC1 (centres undefined),1443,1718
CCN(CC)S(=O)(=O)c1ccc(C)c(NC(=O)COC(=O)CNC(=O)c2ccc(C(C)(C)C)cc2)c1,1489,1734
COCCSc1nnc(NC(=O)c2ccc(NC(=O)C(C)C)cc2)s1,1652,1734
S=C(Nc1ccc(Cl)cc1)NC1CC2CCC(C1)N2Cc1ccccc1 (centres undefined),1641,2145
C=CCOc1ccc(/C=N/NC(=O)C(C)Sc2ccccn2)cc1OCC (centres undefined),1466,1680
COC(=O)/C(C#N)=C/c1ccc(OC(=O)c2ccccn2)cc1,1399,1654
COC(=O)c1ccc(NC(=S)N2CCCC2)cc1,1551,1904
Cc1ccc(NC(=O)N2N=C(c3ccc(F)cc3)CC2c2ccc(F)cc2)cc1 (centres undefined),1711,1785
CC(C)NC(=S)NN=C1CCC(c2ccccc2)CC1 (centres undefined),1507,1712
C#CCSc1nnc(-c2c[nH]c3ccccc23)n1C,1589,1980
COc1ccc(C(=O)OCC(=O)Nc2cc(C)on2)c(OC)c1OC,1631,1911
N#Cc1c(N)nc2c(c1-c1ccc(F)cc1)c(=O)nc1sccn12,1585,1935
COC(=O)c1ccccc1NC(=O)N1CCN(c2ccc(OC)cc2)CC1,1572,1755
O=c1cc[nH]c2ccc(Cl)cc12,1511,1553
CN(C)S(=O)(=O)c1ccc(C(=O)N2CCN=C2SCc2ccccc2)cc1,1574,1871
COc1ccc(NC(=O)C2CCCN2C(=O)Oc2ccccc2)cc1 (centres undefined),1613,1656
CCN(CC)S(=O)(=O)c1ccc(Cl)nc1,1636,1863
COc1cc(/C=N/NC(=O)/C(=C\c2ccc3c(c2)OCO3)NC(=O)c2ccccc2)ccc1O,1636,1706
Nn1c(Nc2ccc(Cl)cc2)nncc1=O,1546,1798
CCOC(=O)c1ccc(NC(=O)CN2C(=O)NC3(CCCCCC3)C2=O)cc1,1737,1970
CCOC(=O)c1cnn(CCOC(=O)c2ccccc2F)c1NC(=O)c1ccccc1F,1322,1635
CCCCOc1ccc(C(=O)NCC2(c3ccc(OC)cc3)CCOCC2)cc1,1616,1874
COc1ccc(-n2c(=O)c3ccccc3n(CC(=O)Nc3cccc(OC)c3)c2=O)cc1,1495,1464

Random excerpt: 4 compounds from above, in no set order.
Structure,SRC3 TRFRET art,SRC1 TRFRET art
CCOC(=O)c1cnn(CCOC(=O)c2ccccc2F)c1NC(=O)c1ccccc1F,1322,1635
COCCSc1nnc(NC(=O)c2ccc(NC(=O)C(C)C)cc2)s1,1652,1734
CC(C)NC(=S)NN=C1CCC(c2ccccc2)CC1 (centres undefined),1507,1712
Cc1nn(CCC#N)c(NC(=O)c2ccccc2)c1P(=O)(Nc1ccc(Br)cc1)N1CCOCC1 (centres undefined),1443,1718

(further entries)
Structure,SRC3 TRFRET art,SRC1 TRFRET art
Cc1cccc(NC(=S)NCc2ccc3c(c2)OCO3)c1C,1434,1762
COc1cc2c(=O)n(-c3ccc(C)cc3)c(=O)n(CC(=O)c3ccc4c(c3)OCO4)c2cc1OC,1490,2002
O=C(Oc1ccc2ccccc2c1)c1ccco1,1636,2001
Cc1cc(C(=O)COc2cccnc2[N+](=O)[O-])c(C)n1Cc1cccs1,1544,1847
CCOc1ccc(-n2c(SCc3ccc([N+](=O)[O-])cc3)nnc2-c2ccccc2)cc1,1566,1875
Cc1cccc(NC(=S)N(CCN(C)C)Cc2cc3cc(C)cc(C)c3[nH]c2=O)c1,1360,1777
CC(C)=NOc1nc(N(C)C)nc(N(C)C)n1,1631,1799
COC(=O)c1ccc(Cn2cc(C(F)(F)F)ccc2=O)cc1,1639,2149
O=C(O)CS(=O)CC(=O)Nc1cccc(C(F)(F)F)c1 (centres undefined),1437,1727
COc1cccc(/C=N/NC(=O)C[n+]2ccccc2)c1OC,1620,1640
O=C(COC(=O)/C=C/c1ccccc1[N+](=O)[O-])Nc1ccc(OCc2ccccc2)cc1,1570,1797
N#C/C(=C/c1ccc(-c2ccc(S(N)(=O)=O)cc2)o1)c1nc2ccccc2s1,1640,2221
COCc1nc(-c2ccc(-c3ccc(OC)cc3)nc2OC)no1,1560,1670
COc1ccc(-c2cn(-c3ccccc3)c3[n+]2CCS3)cc1,1374&1586,1736&1767
C(=N\n1cnnc1)/c1ccc(N2CCOCC2)s1,1654,1814
CC1Cc2ccccc2N1C1=CC(=O)CCC1 (centres undefined),1392,1839
CCC(C)c1ccccc1NC(=O)Cc1coc2cc3c(cc12)CCC3 (centres undefined),1446,1762
CCOC(=O)CSc1ccccn1,1548,2036
Cc1ccc(N(Cc2cc3ccccc3[nH]c2=O)S(C)(=O)=O)cc1,1513,1643
CC(C)CN(C(=O)CN1CCN(c2cccc(Cl)c2)CC1)c1c(N)n(CC(C)C)c(=O)[nH]c1=O,1443,1907
O=C(/C=C/c1ccc([N+](=O)[O-])cc1)NCCc1ccccc1,1581,1998
O=C(CSc1nnnn1-c1ccc2c(c1)OCCO2)N1CCN(C(=O)c2ccco2)CC1,1745,1759
Cc1c(NC(=S)NC(NC(=O)CC(C)C)C(Cl)(Cl)Cl)c(=O)n(-c2ccccc2)n1C (centres undefined),1542,1772
CCN(CC)S(=O)(=O)c1cccc(-c2nnc(SC(C)C#N)n2Cc2ccccc2)c1 (centres undefined),1409,1869
O=C(c1cccs1)n1nc(-c2cccnc2)nc1NCc1ccco1,1610,1963
Cc1noc2ncnc(N3CCCCC3)c12,1440,1650
O=C(CSc1n[nH]c(-c2ccccc2Br)n1)NC(=O)NCc1ccco1,1638,1930
O=C1/C(=C\c2cccnc2)Sc2ccccc21,1669,2083
COc1ccc(C(C)NC(=O)Cc2ccc(Br)cc2)cc1 (centres undefined),1382,1596
CN(CCCN1CCCCC1)C(=O)CCc1nnc(C2CCCCC2)o1,1290,1720
O=C1C2CCCN2C(c2cccs2)N1c1ccc(F)cc1 (centres undefined),1842,1919
CCOc1ccc(N=C(C)c2ccccc2O)cc1,1551,1610
CCOc1ccc(NC(=O)C(c2ccccn2)N(C(=O)CCl)c2ccc(OC)cc2)cc1 (centres undefined),1491,1719
O=C(COC(=O)c1ccccc1N1C(=O)C2C3CCC(C3)C2C1=O)c1ccccc1 (centres undefined),1657,1766
CC(C)N(CCO)C(=O)CCc1nnc(CCCc2ccccc2)o1,1761,1547
COc1ccc(CCNC(=O)C(=O)NCC2OCCN2S(=O)(=O)c2ccc(Br)cc2)cc1 (centres undefined),1558,1955
COc1ccc(CCNC(=O)Cn2cnc3ccccc3c2=O)cc1OC,1579,1848
Cc1ccc(NC(=O)COC(=O)C(NS(=O)(=O)c2ccc(Cl)cc2)C(C)O)c(Br)c1 (centres undefined),1608,1569
O=C(CSc1ccc(Br)cc1)Nc1ccccc1Oc1ccccc1,1306,1605
CCOC(=O)c1c(NC(=O)c2ccccc2N(C)S(=O)(=O)c2ccccc2)sc2c1CCCC2,1504,1793
O=C(COC(=O)CNS(=O)(=O)c1ccc2ccccc2c1)Nc1ccccc1Sc1ccccc1,1601,1612
CN(C)c1cc[n+](CC(=O)Nc2c(Cl)cc(Cl)cc2Cl)cc1,1765,2000
O=S(=O)(NC(=NCCc1ccc(Cl)cc1)c1ccccc1Cl)c1cccs1,1346,1500
CCS(=O)(=O)Nc1cccc(C2=NN(S(=O)(=O)CC)C(c3ccccc3)C2)c1 (centres undefined),1470,1880
CCOc1ccccc1OCCCC(=O)OCC(=O)Nc1cccc(Cl)c1,1841,2201
COc1cc(/C=N/O)ccc1OCc1ccccc1Cl,1495,1811
O=C(COC(=O)C1CCN(S(=O)(=O)c2ccc3c(c2)OCCO3)CC1)Nc1ccccc1OC(F)F,1738,1740
Cc1ccc(C(=O)NC(=S)Nc2ccc3[nH]c(=O)[nH]c3c2)cc1C,1574,1893
Cc1ccc(CNC(=S)NCc2ccncc2)cc1,1715,1950

Source: PubChem
